# S3 lipid droplet – qHTS Assay for Lipid Storage Modulators in Drosophila S3 Cells | Drosophila S3 cells, BODIPY lipid droplet fluorescence, 18-24 h; cells fed with added oleic acid | lipid storage change, negative = inhibition, % at the top dose, mostly 46.1 µM; hits show Potency in µM | 0.64% of 320,000 active | AID 2685, 2010; active = well fitted inhibition curve with a large enough effect in the signal ratio, with a control signal flat, not every such curve was filed as active; inconclusive = small, poorly fitted or top-dose-only effect, or effect the other way, or a change in a side signal; the % refers to the signal ratio
#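 Laser-scanning cytometry quantifies lipid droplet accumulation (500–530 nm total intensity; droplet/cell object ratio) in oleic acid-fed (400 uM added) Drosophila S3 cells treated with a concentration series. 20 uM Triacsin C defined 100% inhibition.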
# S3 lipid droplet cell count max – recorded beside S3 lipid droplet, whose call it bears; cell number change, %; measured here: cell count max response;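 cells counted by Cell Tracker Red CMTPX staining in the red channel; peak over a dose series mostly up to 46.1 µM; percent activity relative to internal control wells on each plate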
# Active calls of the source: *; i = inactive; u = inconclusive; x = not tested or not shown; [ ] = dose if it differs, or a comment. % is scaled to controls: 0 for no effect and ±100 for the full control effect; potency is read from the fitted curve at half-maximal effect. The list is partial, so the mix of outcomes need not match the whole.
# Values run as follows: S3 lipid droplet	S3 lipid droplet cell count max
- COC(=O)C1=C(C)N(Cc2ccc(OC)cc2)C(=O)C1
    u	x
- Cc1ccc(NC(=O)CCOc2ccccc2C)cc1F
    -13%	12
- Cc1nc(C(C)NC(=O)c2cc(COc3ccc(F)c(F)c3)on2)cs1 (stereo unspecified)
    u	x
- CCOc1ccccc1OCC(=O)Nc1ccc(OC)c(S(=O)(=O)N2CCCCC2)c1
    u	x
- CCN1CCN(CCCNC(=O)c2ccccc2NC(=O)C2=C(C)OCCS2)CC1
    27%	x
- O=C(CN1CCN(S(=O)(=O)c2ccc(Br)cc2)CC1)N/N=C/c1cccs1
    u	x
- O=C(Nc1nnc(C2CC2)s1)C1Cc2ccccc2CN1C(=O)c1ccco1 (stereo unspecified)
    u	x
- CCOC(=O)N1CCC(NC(=O)c2ccc(NC(=O)C3CCCO3)cc2)CC1 (stereo unspecified)
    u	x
- CCc1c(C(=O)Nc2ccncc2)csc1C
    i	x
- Cc1cccc(C(=O)OCC(=O)N(C)C(c2ccccc2)c2ccccc2)c1[N+](=O)[O-]
    u	x
- CCOC(=O)CSc1nnc(CNC(=O)c2cccs2)n1-c1cc(C)ccc1C
    6%	6
- CC(=O)Nc1ccc(S(=O)(=O)NC2=NCN(C)CN2)cc1
    u	x
- COc1ccc(C(=O)CN2CC(C)SC2=Nc2ccc(Cl)cc2)cc1 (stereo unspecified)
    1%	1
- O=C(CNS(=O)(=O)c1cccc(F)c1)OCC(=O)N1CCCC1=O
    15%	-4
- C[C@@H]1C=CC(=O)O[C@@H]1c1ccc(C(F)(F)F)cc1
    16%	10
- Cc1ccc(C(=O)NCC(=O)NCC(c2cccs2)N2CCOCC2)cc1 (stereo unspecified)
    i	-1
- Cc1ccc(C)c(S(=O)(=O)N2CCC3(CC2)OCCO3)c1
    u	x
- O=S(=O)(c1cccs1)N1CN(Cc2ccc(F)cc2)c2nc3ccccc3nc21
    7%	8
- COc1ccc(-c2nc3c([nH]2)c(=O)n(C)c(=O)n3C)c(OC)c1
    16%	-5
- COc1ccccc1N1C(=O)CCC1(C#N)c1ccc(Br)cc1 (stereo unspecified)
    u	x
- CCCC(=O)c1cc2c(cc1NC(=O)c1cccs1)OCCO2
    -9%	20
- CS(=O)(=O)c1ccccc1COC(=O)Nc1ccc(Cl)cc1
    -2%	-14
- O=C(CSc1nc2ccc([N+](=O)[O-])cc2s1)NC1CCS(=O)(=O)C1 (stereo unspecified)
    45%	70
- CC(=O)Nc1cccc(OCC(=O)Nc2cccc(S(=O)(=O)N3CCCC3)c2)c1
    u	x
- CCCNC(=S)N1CCN(c2nc(-c3ccc(C)cc3)cs2)CC1
    u	x
- COc1ccc(OC)c(C(=O)CSc2nnc(Cc3cccs3)n2C)c1
    i	-18
- O=C(CCCCCN1C(=O)c2cccc3cccc(c23)C1=O)NCCO
    0%	3
- CCCN1CCC(=O)N(CCSc2ccc(NC(C)=O)cc2)CC1
    7%	1
- COc1ccccc1CCNC(=O)C(=O)NCC1OCCCN1S(=O)(=O)c1cc(C)ccc1C (stereo unspecified)
    u	x
- O=C(CCC(=O)c1ccc(Oc2ccccc2)cc1)Nc1ccc(Cl)cc1Cl
    -26%	12
- COc1cccc(/C=N/NC(=O)C[n+]2ccccc2)c1O
    -11%	-5
- COC(=O)C1C(=O)C2=C(CC1C)NC(=O)CC2c1ccc(F)cc1 (stereo unspecified)
    u	x
- O=C(N/C(=C/c1ccccc1)C(=O)N1CCCCC1)c1ccco1
    u	x
- Cc1ccnc(NC(=O)CN2C(=O)NC(C)(c3ccc4ccccc4c3)C2=O)c1 (stereo unspecified)
    25%	2
- O=C(CCCn1c(=O)c2sccc2n(CC(=O)OCc2ccccc2)c1=O)NCc1ccco1
    u	x
- CC(C)c1ccc(N(CC(=O)N2CCOCC2)S(C)(=O)=O)cc1
    u	x
- Cc1cc(C(=O)CSc2nnc(-c3ccc(F)cc3)o2)c(C)n1CC1CCCO1 (stereo unspecified)
    u	x
- O=C(O)c1ccc(CSc2nnc(-c3ccncc3)n2-c2ccc(Br)cc2)cc1
    u	x
- Oc1ccc2ccccc2c1CNc1ccc(Br)cn1
    13%	-8
- CCOC(=O)CC1=C(C(=O)OCC)C(c2ccc(C)o2)C(C#N)=C(N)O1 (stereo unspecified)
    u	x
- Cc1cccc(NC(=O)CN2C(=O)CCS(=O)(=O)c3ccccc32)c1C
    u	x
- Clc1nc(CN2CCCCC2)nc2sc3c(c12)CCC3
    -8%	-8
- Cc1noc(C(=O)N2CC3(C)CC2CC(C)(C)C3)c1Cl (stereo unspecified)
    -23%[9.22 µM]	-7
- Cc1ccc(C(C)C)c(OCC#CCN2CCOCC2)c1
    21%	7
- Cc1cccc(Oc2coc3cc(OC(=O)c4cccs4)ccc3c2=O)c1
    11%	-30
- Nc1c(C(=O)Nc2ccc(Cl)c(C(=O)O)c2)sc2nc3c(cc12)CCCC3
    i	-18
- O=C(CSc1nc2cc(Cl)ccc2o1)Nc1ccc(N2CCOCC2)cc1
    2%	21
- Cc1ccc(CS(=O)(=O)Cc2ccc(C(=O)NCCc3ccccc3)o2)cc1
    u	x
- Cc1ccc(NC(=O)c2c(C(F)(F)F)nn(C)c2SCc2ccc(Cl)cc2)cc1C
    u	x
- O=C(c1cccc(F)c1)N1CCN(Cc2cccc(Br)c2)CC1
    6%	9

# Exported with values ahead of the structure: part of the list above
S3 lipid droplet	S3 lipid droplet cell count max	compound
u	x	Cc1ccc(NC(=O)c2c(C(F)(F)F)nn(C)c2SCc2ccc(Cl)cc2)cc1C
6%	9	O=C(c1cccc(F)c1)N1CCN(Cc2cccc(Br)c2)CC1

# Remaining list, next part
# Values run as follows: S3 lipid droplet	S3 lipid droplet cell count max
- COc1ccc(NC(=O)C2CCN(S(C)(=O)=O)CC2)cc1OC
    17%	11
- Cc1nc(C(=O)NC2CC2)sc1C1(C)CC(c2ccccc2)=NO1 (stereo unspecified)
    u	x
- O=C(c1ccc(N2CCOCC2)nc1)N1CCOCC1
    u	x
- NC(=O)CN1CCCC1c1ccc2c(c1)OCCO2 (stereo unspecified)
    u	x
- COc1ccc(C2=NS(=O)(=O)N(C)C(C(=O)Nc3ccc4c(c3)OCO4)=C2)cc1OC
    i	-21
- CCOC(=O)Cn1c(=O)c2c(nc3n2CCN3Cc2ccccc2)n(C)c1=O
    u	x
- O=C1CCCC2=C1C1(CCCC1)N=C(Nc1nc3ccccc3s1)N2
    u	x
- CCOc1ccccc1OC(=O)c1ccco1
    u	x
- CCOc1nc(N=C(N)N)nc2c(C)cccc12
    u	x
- CC(O)(CS(=O)(=O)Cc1ccccc1)C(=O)Nc1cccc(C(F)(F)F)c1 (stereo unspecified)
    17%	6
- COc1ccc2c(c1)C1(C)CC(C)(C)N2C(=O)N1c1ccccc1 (stereo unspecified)
    u	x
- O=C(CCN1C(=O)C2C3C=CC(C3)C2C1=O)N1CCN(c2cccc(Cl)c2)CC1 (stereo unspecified)
    u	x
- Cc1ccccc1N1CCN(C2CCCN(C(=O)c3ocnc3C)C2)CC1 (stereo unspecified)
    u	x
- Cc1cccc(NC(=O)Cn2cnc3c(oc4nc5c(cc43)COC(C)(C)C5)c2=O)c1
    9%	8
- O=C(NCC(c1ccco1)N1CCc2ccccc2C1)c1cccc([N+](=O)[O-])c1 (stereo unspecified)
    u	x
- CCN1CCN(CCOc2cccc(Oc3ccccc3)c2)CC1
    0%	x
- O=C(Nc1ccc2c(c1)OCCO2)c1cccc(S(=O)(=O)N2CCOCC2)c1
    u	x
- COc1ccc(Br)cc1CNc1ccc(N2CCOCC2)cc1
    11%	8
- COc1ccccc1NC(=O)Nc1ccccc1N1CCOCC1
    u	x
- CC(C(=O)N(C)C1CCCCC1)N1CCC(C(N)=O)CC1 (stereo unspecified)
    u	x
- O=C(Nc1ccccc1)c1ccc(NCCc2ccccc2)c([N+](=O)[O-])c1
    -6%	-13
- CC(=O)C1=C(c2ccccc2)NC(=O)NC1c1ccccc1OCC#N (stereo unspecified)
    i	-9
- COc1ccc(OC)c(/C=N/NC(=O)CC2C(=O)NN=C2C)c1 (stereo unspecified)
    9%	0
- COc1ccc(C(O)(c2ccccc2OC)C(CN2CCOCC2)c2ccccc2)cc1 (stereo unspecified)
    u	x
- CC(C)c1ccc(Nc2nnc(SC3CCOC3=O)s2)cc1 (stereo unspecified)
    u	x
- Cc1nc(C(F)(F)F)c(C(=O)N/N=C(\N)c2ccccn2)s1
    7%	24
- CC(=O)N=C1SC2CS(=O)(=O)CC2N1c1c(Cl)cccc1Cl (stereo unspecified)
    u	x
- COc1cc(-c2nnc(SCC(=O)Nc3ccc4c(c3)OCCO4)o2)cc(OC)c1OC
    -1%	5
- CC1(CCc2ccc3c(c2)OCO3)NCCc2c1[nH]c1ccccc21 (stereo unspecified)
    i	-3
- Cc1ccc(NC(=O)c2ccc(CNS(=O)(=O)c3cccc(C(F)(F)F)c3)cc2)cc1
    i	23
- Cc1cccc(C)c1NC(=O)CN(C)C(=O)c1ccc2nc[nH]c2c1
    -3%[0.0737 µM]	22
- COC(=O)CSc1ccc2c(N)c(C(=O)OC)sc2c1
    u	x
- O=C(CSc1ncn[nH]1)Nc1ccnc2ccccc12
    u	x
- CC1Sc2ccc(S(=O)(=O)CCC(=O)Nc3cc(F)ccc3F)cc2NC1=O (stereo unspecified)
    u	x
- CC(=O)c1cccc(NC(=O)c2ccc(S(=O)(=O)N3CCCC3)cc2)c1
    u	x
- CCC(C)NC(=O)COc1ccc(Br)c(C)c1 (stereo unspecified)
    u	x
- COCCCn1c(=O)c2sccc2n(Cc2cccc(F)c2)c1=O
    u	x
- CC(C)CC(=O)NC(NC(=S)Nc1ccccc1)C(Cl)(Cl)Cl (stereo unspecified)
    u	x
- C=CCn1c(SCC(=O)NCc2cccs2)nnc1C1CCCCC1
    -2%	-5
- Cc1cccc(NC(=O)c2cccnc2)c1
    u	x
- COc1ccc2[nH]cc(CCN=C3SCC(=O)N3C)c2c1
    3%	6
- CC1CCc2nn(CC(=O)NCCN3CCOCC3)cc2C1 (stereo unspecified)
    u	x
- Cc1ccc(C2NC(=O)c3c(sc(C)c3C)N2)c(O)c1 (stereo unspecified)
    9%	3
- CCn1c(SCC(=O)Nc2ccc3c(c2)OCO3)nc2ccccc21
    -2%	-1
- CCN(C(=O)COC(=O)COc1ccccc1Cl)c1c(N)n(Cc2ccccc2)c(=O)[nH]c1=O
    -4%	-1
- O=C(Nc1ccc2c(c1)OCO2)C(=O)c1c[nH]c2ccccc12
    u	x
- CCOc1ccc(C(=O)Nc2cccc(C(C)=O)c2)cc1[N+](=O)[O-]
    10%	11
- Cc1ccc(-c2nnc(CN3CCCCC3C)o2)cc1 (stereo unspecified)
    u	x
- C#CC(C)(C)NC(=O)CSc1nc2c(c(=O)n(C)c(=O)n2C)n1CCCC
    u	x
- COc1ccc(N(CC(=O)NCCc2ccc(OC)c(OC)c2)S(=O)(=O)c2ccc(OC)c(OC)c2)cc1
    u	x

# More results:
# Values run as follows: S3 lipid droplet	S3 lipid droplet cell count max
- COc1cccc(C(=O)Nc2ccc(N3CCN(C(=O)c4ccco4)CC3)cc2)c1
    u	x
- COc1cccc(CN2CCNC(=O)C2CC(=O)NCCOc2cccnc2)c1OC (stereo unspecified)
    17%	8
- CC1=NN(c2cccc([N+](=O)[O-])c2)C(=O)C1
    13%	8
- CC(C)N(C(=O)NC(=O)NCC1CCCO1)S(C)(=O)=O (stereo unspecified)
    u	x
- COc1cccc(-n2c(CN3CCN(c4ccc(C)cc4)C(C)C3)nc3ccc([N+](=O)[O-])cc3c2=O)c1 (stereo unspecified)
    u	x
- CCOc1ccc(NS(=O)(=O)c2cc(C(=O)N3CC(C)OC(C)C3)ccc2C)cc1 (stereo unspecified)
    18%	x
- Cc1ccc2cc3c(nc2c1)OCC3
    12%	15
- C=CCc1cc(Cl)ccc1OCCOCCNC(C)(C)C
    u	x
- COc1ccc(NC(=O)CN(C)C(=O)c2ccc3c(c2)OCCO3)cc1
    i	27
- CCCOc1ccc(C(=O)CCC(=O)OCC(=O)N(C)c2c(N)n(Cc3ccccc3)c(=O)[nH]c2=O)cc1
    i	-1
- CCc1cccc(NC(=O)CCC(=O)N2CCSc3ccccc32)c1
    u	x
- O=c1c2ccccc2cnn1Cc1n[nH]c(=S)n1-c1ccc(F)cc1
    u	x
- O=C(Nc1ccc([N+](=O)[O-])cc1Cl)c1cc(Cl)ccc1O
    u	x

# A second format for part of the listing above.
molecule	S3 lipid droplet	S3 lipid droplet cell count max
C=CCc1cc(Cl)ccc1OCCOCCNC(C)(C)C	u	x
COc1ccc(NC(=O)CN(C)C(=O)c2ccc3c(c2)OCCO3)cc1	i	27
CCCOc1ccc(C(=O)CCC(=O)OCC(=O)N(C)c2c(N)n(Cc3ccccc3)c(=O)[nH]c2=O)cc1	i	-1
CCc1cccc(NC(=O)CCC(=O)N2CCSc3ccccc32)c1	u	x
O=c1c2ccccc2cnn1Cc1n[nH]c(=S)n1-c1ccc(F)cc1	u	x

# Laid out differently: results already given
O=C(CCN1C(=O)C2C3C=CC(C3)C2C1=O)N1CCN(c2cccc(Cl)c2)CC1 (stereo unspecified)
  S3 lipid droplet: u	S3 lipid droplet cell count max: x

Cc1ccccc1N1CCN(C2CCCN(C(=O)c3ocnc3C)C2)CC1 (stereo unspecified)
  S3 lipid droplet: u	S3 lipid droplet cell count max: x
